High-throughput results from PubChem.
PhoP GFP inhibition: Inhibition of PhoP regulon, Salmonella typhi GFP reporter cells, confirmation, 4 h (AID 1850); Salmonella Typhi PhoP-promoter GFP reporter, fluorescence, 4 h; higher % means a stronger effect; inhibition, % at 50 µM, or IC50 in µM where a hit was titrated; 0.33% of 310,000 active; in the data active = a potency from the dose series; inconclusive = inhibition mostly from about 25% at the one dose, without a potency; inactive = the rest, 99 in 100 with inhibition below about 19%;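 note: 0% = induced wells with vehicle and 100% = uninduced wells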
tuberculosis growth: growth inhibition of non-replicating M. tuberculosis (AID 488890); Mycobacterium tuberculosis non-replicating, growth inhibition; higher % means a stronger effect; one-dose inhibition, % at 25 µM; IC50 in µM for titrated hits; 0.39% of 320,000 active; in the data active = a potency from the dose series; inconclusive = inhibition mostly from about 82% at the one dose, without a potency; inactive = the rest, 99 in 100 with inhibition below about 76%;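 note: plate controls were DMSO cells for no effect and high antibiotic wells for full effect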
VEEV TC-83 Vero: inhibitors of VEEV TC-83 cytopathic effect, confirmation, Vero cells (AID 588727). Vero cells, VEEV TC-83 cytopathic effect inhibition; higher % means a stronger effect. one-dose inhibition, % at 20 µM; IC50 in µM for titrated hits. 0.13% of 350,000 active; in the data active = a potency from the dose series; inconclusive = inhibition mostly from about 14% at the one dose, without a potency; inactive = the rest, 99 in 100 with inhibition below about 12%; note: strong numbers were not always called active
H1N1 NS1A inhibition: NS1A inhibition, H1N1 influenza, cell based functional assay (AID 504329) | NS1A functional cell-based assay, percent inhibition; higher % means a stronger effect | one-dose inhibition, % at 12.5 µM; IC50 in µM for titrated hits | 0.3% of 340,000 active; in the data active = a potency from the dose series; inconclusive = inhibition above about 27% without an active follow-up result; note: strong numbers were not always called active
H37Rv inhibition: M. tuberculosis growth inhibition, HTS (AID 449762). inhibition, % at 25 µM; hits with a dose series show IC50 in µM. 0.59% of 330,000 active. M. tuberculosis H37Rv growth inhibition, 7H9 media; higher % means a stronger effect; in the data active = a potency from the dose series; inconclusive = inhibition above about 70% without an active follow-up result;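 note: bacterial growth assessed after seven days of incubation; strong numbers were not always called active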
Starred values were filed as active, the others as inactive; i = inactive; ? = inconclusive; . = no result given. An unsorted share of the library. Share with any hit: about 1.5%.

SMILES	PhoP GFP inhibition	tuberculosis growth	VEEV TC-83 Vero	H1N1 NS1A inhibition	H37Rv inhibition
O=C(NC(Cc1c[nH]c2ccccc12)c1nnc2n1CCCCC2)c1ccccc1 (stereo unspecified)	0%	-2%	1.6%	6%	-6%
COC(=O)C1=C(N)OC2=C(C(=O)CC(C)(C)C2)C1c1cccs1 (stereo unspecified)	6%	65%	0.4%	0%	-4%
COc1ccc(NS(=O)(=O)c2ccc(C(=O)OC(C)C(=O)N3CCOCC3)cc2)cc1 (stereo unspecified)	-3%	-5%	1.9%	-1%	2%
Cc1ccc(Cn2nnc3c(=O)[nH]c(C4CCN(S(=O)(=O)c5ccc(C)cc5)CC4)nc32)cc1	6%	37%	i	1%	?
O=C(NCCOc1ccccc1)C1CCC(=O)N(Cc2ccc(Cl)cc2)C1 (stereo unspecified)	-2%	1%	2.9%	16%	-22%
CN(Cc1ccccc1F)C(=O)CCNC(=O)c1ccc(C(C)(C)C)cc1	.	13%	7.0%	-13%	-3%
Cn1nc(C(=O)Nc2ccc(Cl)cc2)cc1C(=O)Nc1ccc(Cl)cc1	4%	-10%	i	-19%	4%
c1ccc(Cn2nnc3c(N4CCOCC4)ncnc32)cc1	.	.	6.8%	-1%	-9%
CCOC(=O)C1=NN(c2cccc(C)c2)C2(S1)SC(C(C)=O)=C(C)N2c1ccccc1 (stereo unspecified)	-10%	49%	i	6%	4%
O=C(COc1ccc(C(=O)c2ccccc2)cc1)Nc1cccnc1	4%	?	0.5%	-3%	?
CCC(=O)Nc1cc(C(=O)OCc2ccc(C(=O)Oc3ccccc3)cc2)ccc1C	-6%	-8%	1.3%	-1%	-7%
COc1ccccc1-c1cnn2c(NCc3ccccc3)cc(C)nc12	2%	-1%	7.0%	-7%	3%
COC(C)(C)CCCC(C)C/C=C/C(C)=C/C(=O)OC(C)C (stereo unspecified)	.	7%	0.8%	-31%	10%
CCOc1ccc(NC(=O)CCC(=O)NNC(=O)c2ccccc2Cl)cc1	-3%	14%	0.8%	-7%	?
CCCOc1ccc(/C(O)=C2/C(=O)C(=O)N(CCN3CCOCC3)C2c2ccccc2)cc1 (stereo unspecified)	.	.	0.8%	-7%	.
CC(O)c1nc2ccccc2n1Cc1nnc(-c2ccc(Cl)cc2)o1 (stereo unspecified)	-10%	72%	i	-5%	.
CCCCC(CC)CNC(=O)CCS(=O)(=O)c1cccc2nonc12 (stereo unspecified)	-2%	26%	0.7%	3%	13%
CC(=O)c1cc(CN2CCN(CCc3ccccc3)C(CCO)C2)cs1 (stereo unspecified)	4%	9%	0.8%	3%	-3%
CCCCNC(=O)c1nn2c(C(F)(F)F)cc(-c3ccccc3)nc2c1Br	-4%	10%	i	0%	3%
CC(C)n1nc(C(=O)Oc2cccc(Cl)c2Cl)c2ccccc2c1=O	-12%	75%	i	-10%	-11%
COc1cccc(/C=C/C(=O)OCC(=O)c2ccc3c(c2)NC(=O)CO3)c1	.	21%	0.5%	1%	3%
CCOC(=O)c1c(C)oc2c1cc(NS(=O)(=O)c1ccc(C(=O)O)cc1)c1ccccc12	15%	9%	2.9%	-5%	0%
COc1ccc(C(=O)NNC(=O)CN2CCC(n3nnc4cc(C(F)(F)F)ccc43)CC2)cc1	-4%	-5%	1.1%	-6%	-2%
CCCCCCN(C(=O)CCCN1C(=O)NC(c2ccc(-c3ccccc3)cc2)C(C(=O)OCc2ccccc2)=C1C)C(C)C(=O)NCCCC (stereo unspecified)	.	.	i	3%	.
COc1ccc(/C(C)=N/NC(=S)NCCc2ccccc2)c(O)c1	-7%	56%	0.1%	11%	?
O=S(=O)(NCc1ccc(Cl)cc1Cl)c1cccs1	0%	8%	i	-2%	5%
O=C(COC(=O)c1cccnc1Cl)NCCCc1ccccc1	.	.	4.3%	-12%	2%
COc1ccc(NC(=O)c2c(N)no[n+]2[O-])c(OC)c1	-11%	-14%	0.8%	8%	0%
Clc1ccc(OCCOCCN2CCCCC2)c(Br)c1	12%	29%	i	2%	-2%
O=C(NC(Cc1ccc(O)cc1)C(=O)O)c1ccco1 (stereo unspecified)	2%	0%	i	-5%	-4%
CCN(CC)S(=O)(=O)c1ccc(CNC(=O)CN2C(=O)NC3(CCc4ccccc43)C2=O)cc1 (stereo unspecified)	.	.	2.7%	-4%	.
O=C(O)c1cccc(Br)c1	.	.	1.1%	-5%	.
COc1ccc(CCNCc2cccc(C(F)(F)F)c2)cc1OC	-1%	1%	1.6%	-7%	-13%
N#CCCS(=O)(=O)c1ccc(N)cc1	-1%	9%	0.7%	16%	-1%
CCCCNC(=O)c1ccc2nc(-c3ccco3)c(-c3ccco3)nc2c1	.	.	10%	29%	3%
C=CCn1c(-c2ccoc2C)n[nH]c1=S	-4%	0%	i	29%	3%
COc1ccc(C(=O)Nc2ccccc2C(=O)N/N=C/c2ccco2)cc1	7%	83%	5.5%	0%	7%
S=C(NCCCc1ccccc1)Nc1ccccc1	-2%	?	2.1%	-9%	-3%
COCCCNC(=O)COc1ccc(-c2nccc(-c3ccccn3)n2)cc1	16%	-4%	7.7%	2%	11%
NC(=O)C1CCN(C(=O)CN2C(=O)c3ccccc3S2(=O)=O)CC1	1%	1%	1.8%	-2%	-3%

Reprinted from the part before: 6 entries, followed by the next part.
SMILES	PhoP GFP inhibition	tuberculosis growth	VEEV TC-83 Vero	H1N1 NS1A inhibition	H37Rv inhibition
CCCCNC(=O)c1ccc2nc(-c3ccco3)c(-c3ccco3)nc2c1	.	.	10%	29%	3%
C=CCn1c(-c2ccoc2C)n[nH]c1=S	-4%	0%	i	29%	3%
COc1ccc(C(=O)Nc2ccccc2C(=O)N/N=C/c2ccco2)cc1	7%	83%	5.5%	0%	7%
S=C(NCCCc1ccccc1)Nc1ccccc1	-2%	?	2.1%	-9%	-3%
COCCCNC(=O)COc1ccc(-c2nccc(-c3ccccn3)n2)cc1	16%	-4%	7.7%	2%	11%
NC(=O)C1CCN(C(=O)CN2C(=O)c3ccccc3S2(=O)=O)CC1	1%	1%	1.8%	-2%	-3%
O=C(CSc1ccc([N+](=O)[O-])cn1)Nc1ccccc1N1CCOCC1	-5%	73%	2.9%	0%	6%
c1cncc(CNC2CCCc3ccccc32)c1 (stereo unspecified)	0%	14%	i	-27%	-3%
COc1ccc(Cl)cc1-n1c(C)cc(C(=O)O)c1C	-4%	-6%	0.1%	-4%	-2%
Cc1ccc(/C=N/Nc2nc(Cl)c(Cl)cc2Cl)s1	3%	0%	i	4%	-7%
CCOC(=O)C1(Cc2ccccc2Cl)CCN(Cc2csc(C(C)=O)c2)CC1	-15%	35%	1.0%	-1%	-3%
CCN(CC)C(=O)c1[nH]cnc1C(=O)Nc1ccc(Cl)cc1	.	63%	1.2%	-12%	18%
CCn1c(SCC(=O)N2CCc3ccccc32)nnc1-c1c[nH]c2ccccc12	5%	2%	11%	-21%	-4%
CCOC(=O)[C@@H]1[C@H]2COc3ccc(Br)cc3[C@@H]2N2C(=O)N(c3ccc(Br)cc3)C(=O)[C@]12C	-2%	47%	i	8%	4%
Cc1ccc(NC(=O)N(Cc2ccc3c(c2)OCO3)Cc2cc3cc4c(cc3[nH]c2=O)OCCO4)cc1	-4%	10%	12%	-1%	10%
CCOc1ccc(CNC(=O)C2CCC(=O)N2C2CCCC2)cc1OC (stereo unspecified)	-2%	5%	0.9%	-1%	-11%
CCC(C)[C@H](NC(=O)NCc1ccc(Cl)cc1)C(=O)O (stereo partly specified)	4%	7%	1.0%	-18%	-2%
O=C(CCn1nnc2ccccc21)N/N=C\Cc1ccccc1	-5%	3%	1.1%	-1%	-3%
CN(Cc1nccs1)C(=O)c1ccc2nc(Cc3ccccc3F)oc2c1	-10%	10%	6.6%	23%	-3%
CCOc1ccc2oc(-c3ccccc3)c(C(=O)O)c2c1	-4%	8%	0.3%	9%	2%
Cc1cc(Br)ccc1OCCN1CC(C)OC(C)C1 (stereo unspecified)	10%	-9%	i	-3%	0%
O=C(COc1ccc2cc(-c3ccccc3)c(=O)oc2c1)NCC1CCC(C(=O)O)CC1 (stereo unspecified)	-10%	11%	0.6%	6%	-5%
COc1ccc(C(C(=O)NC2CCCC2)N(C(=O)c2ccco2)c2cc3c(cc2C(C)=O)OCO3)cc1OC (stereo unspecified)	1%	4%	i	5%	-3%
CCN(CC)CCN1C(=O)c2cccc3cc(N)cc(c23)C1=O	7%	18%	5.9%	-5%	9%
CC1CC(C)CN(S(=O)(=O)c2cccc3cccnc23)C1 (stereo unspecified)	29%	.	1.1%	-1%	16%
O=C(CCc1ccccc1)NNC(=O)c1ccccc1F	6%	35%	0.9%	-6%	1%
CCc1nc2ccccc2c(=O)n1NC(=O)c1c(O)c2cccc3c2n(c1=O)CCC3	-1%	4%	8.1%	6%	3%
N#CC(C#N)=C(N)/C(C#N)=C/c1cc(O)c(O)c(O)c1	9%	2%	0.9%	24%	0%
O=c1c2cnn(-c3ccccc3)c2ncn1Cc1cccnc1	2%	-5%	i	4%	-5%
COc1cc(/C=N\NC(=O)CC#N)ccc1OC/C=C/c1ccccc1	0%	14%	2.9%	1%	3%
OC(CNC1CCCCCCC1)c1ccccc1 (stereo unspecified)	-9%	-14%	.	.	5%
Cc1cccc(Cc2c(C)nc3c(C(=O)N4CCN(Cc5ccc6c(c5)OCO6)CC4)cnn3c2C)c1	-5%	29%	i	-7%	?
CCC(C)NCCOCCOc1cc(C)c(Cl)c(C)c1 (stereo unspecified)	1%	65%	2.6%	3%	-5%
CC1Cc2ccccc2N1C(=O)NC1CC(=O)N(c2ccc3c(c2)OCCO3)C1 (stereo unspecified)	21%	2%	i	-1%	6%
O=C(CSC1=NS(=O)(=O)c2cc(F)ccc2N1)NCc1ccccc1	0%	26%	i	9%	12%
Cc1ccc(C(=O)N/N=C\C2CC=CCC2)cc1[N+](=O)[O-] (stereo unspecified)	-5%	7%	1.2%	-13%	-3%
Cn1c(=O)c2c(ncn2CC(=O)Nc2nc(-c3ccc(F)c(F)c3)cs2)n(C)c1=O	5%	-1%	0.7%	-6%	-1%
COc1cc(OC)cc(-c2c(-c3ccc(F)cc3)c3cc(-c4ccc(OC)nc4)ccc3n2C)c1	.	-4%	0.8%	6%	-5%
Cn1c(SCC(=O)N2CCCCCC2)nc2c([nH]c3ccccc32)c1=O	11%	-8%	i	5%	-10%
CCC(=O)Nc1nnc(CSCc2ccc(F)cc2)s1	5%	7%	4.3%	-3%	2%
CN(CC(=O)Nc1ccccc1Br)C(=O)c1ccccc1OCc1ccccc1Cl	.	.	12%	4%	.
Cc1nc(COC(=O)c2cc(O)c3ccccc3c2O)cs1	.	.	i	9%	.
COc1cc(/C=C2/C(=O)NC(=O)N(c3ccc(C)cc3)C2=O)cc(OC)c1OC	-4%	1%	i	5%	3%
Cc1ccc(-n2nc3c(c2NC(=O)C(C)C)CS(=O)(=O)C3)c(C)c1	-4%	8%	0.8%	-22%	2%
C[C@H]1COC(=O)CC/C=C\C[C@H](CC(=O)N(CCO)Cc2ccccc2)C(=O)N1	.	7%	i	-5%	4%
CC(C)(C)NC(=O)c1ccncc1	5%	-5%	0.0%	-2%	-3%

Shown in CSV form: part of the list above.
SMILES,PhoP GFP inhibition,tuberculosis growth,VEEV TC-83 Vero,H1N1 NS1A inhibition,H37Rv inhibition
Cn1c(SCC(=O)N2CCCCCC2)nc2c([nH]c3ccccc32)c1=O,11%,-8%,i,5%,-10%
CCC(=O)Nc1nnc(CSCc2ccc(F)cc2)s1,5%,7%,4.3%,-3%,2%
CN(CC(=O)Nc1ccccc1Br)C(=O)c1ccccc1OCc1ccccc1Cl,.,.,12%,4%,.

Next part
SMILES	PhoP GFP inhibition	tuberculosis growth	VEEV TC-83 Vero	H1N1 NS1A inhibition	H37Rv inhibition
CCOc1cc2c3c(c1)C1(C(=O)N3C(C)(C)C=C2C)C(C#N)=C(N)Oc2cc(O)ccc21 (stereo unspecified)	2%	9%	i	-7%	-9%
CCN(C(=O)COC(=O)c1ccc(C=O)cc1)c1c(N)n(Cc2ccccc2)c(=O)[nH]c1=O	.	-45%	0.5%	-8%	0%
Cc1cc(-c2nnc(SCC(=O)Nc3ccccc3)n2C)no1	3%	14%	4.2%	-6%	1%
O=C1/C(=C/c2cccc(Br)c2)SC(=S)N1CCC(=O)N(CCO)c1ccccc1	0%	50%	23%	2%	17%
COc1cc(O)cc2cc3c(c(O)c12)C(=O)CC(C)(O)O3 (stereo unspecified)	3%	-5%	5.9%	12%	-7%
COc1cccc2sc3cc(C#CC4(O)CCCCC4)ccc3c(=O)c12	.	39%	8.4%	-7%	?
